Screening results: PubChem BioAssay, several laboratories
Tn7 DDE FP – inhibitors of Tn7 peptide binding to human fibrin DD(E) | P02675 | FP displacement of FITC-Tn7 peptide from fibrin DD(E); 0% = median of compound wells per plate | inhibition, % at 8.3 µM | actives 0.13% (n = 370,000);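 active = inhibition above the mean of compounds falling within the control limits plus 3 SD of them, cut at about 14% in these data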;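 also: 0% = plate median of compound wells and 100% = 10 µM Aha-Tn7 peptide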
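Also added: labelled Tn7 tracer, 0.1 µM; Assay system: human fibrin DD(E) protein; Amount: 2 µM fibrin DD(E); Schedule: 10 min compound pre-incubation, 3 h probe incubation at room temperature; Repeats: one replicate per compound; Read-out basis: percent inhibition; Measured by: fluorescence polarization of the labelled Tn7 tracer.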
PLC-gamma1 inh – blocks human PLC-gamma1 enzyme activity; actives 0.84% (n = 370,000); purified PLC-gamma1, fluorogenic substrate, fluorescence; inhibition, % at 12.2 µM; in the data active = inhibition above about 9.5%
ARFGAP1 inh – rat ARFGAP1 inhibition. actives 0.26% (n = 360,000). inhibition, % at 16.5 µM. Arfgap1-stimulated ARF1 GTP hydrolysis, GDP FP detection. Q62848;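 active = inhibition above a per-plate limit, mean inhibition of low control wells plus 3 SD, cut at about 25% in these data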;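 also: 0% = DMSO wells with enzyme and 100% = wells lacking Arfgap1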
Target sequence (Q62848 1-136 limits assumed): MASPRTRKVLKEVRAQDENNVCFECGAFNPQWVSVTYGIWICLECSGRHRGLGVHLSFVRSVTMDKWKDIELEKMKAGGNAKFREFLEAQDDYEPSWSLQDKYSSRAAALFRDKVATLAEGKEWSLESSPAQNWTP
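Material: truncated rat Arfgap1 GAP domain; Incubation: compound-enzyme preincubation 20 min, reaction 120 min, detection 60 min, 25 °C; Read-out: percent inhibition of Arfgap1-stimulated GTP hydrolysis; Technique: FP, GDP Alexa 633 tracer displaced from anti-GDP antibody, 620/688 nm; Controls: No-Arfgap1 wells (100%) versus DMSO full-reaction wells (0%); Replication: single well per compound.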
Rev-erbA mod – Rev-erb alpha (human) modulation. P20393. Rev-erbα–FITC-DNA binding, fluorescence polarization, 90 min. activity, % at 10 µM. actives 0.79% (n = 370,000). AID 1259318;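 active = activity above about 14%, limit read from the data; passing the limit was not always enough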;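 also: 0% = DMSO wells with 35 nM protein and 100% = DMSO wells with 750 nM protein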
UHRF1 binding – human UHRF1 methylated DNA binding inhibitors; Q96T88; UHRF1 binding to methylated oligo, TR-FRET; inhibition, % at 4.4 µM; actives 0.75% (n = 370,000); in the data active = inhibition above about 21%;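 also: UHRF1 SRA domain binding a hemimethylated CpG hairpin DNA probe; 0% = median of test compound wells and 100% = reference inhibitor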
Target sequence (Q96T88 whole entry, looked up, the tested form may be a part): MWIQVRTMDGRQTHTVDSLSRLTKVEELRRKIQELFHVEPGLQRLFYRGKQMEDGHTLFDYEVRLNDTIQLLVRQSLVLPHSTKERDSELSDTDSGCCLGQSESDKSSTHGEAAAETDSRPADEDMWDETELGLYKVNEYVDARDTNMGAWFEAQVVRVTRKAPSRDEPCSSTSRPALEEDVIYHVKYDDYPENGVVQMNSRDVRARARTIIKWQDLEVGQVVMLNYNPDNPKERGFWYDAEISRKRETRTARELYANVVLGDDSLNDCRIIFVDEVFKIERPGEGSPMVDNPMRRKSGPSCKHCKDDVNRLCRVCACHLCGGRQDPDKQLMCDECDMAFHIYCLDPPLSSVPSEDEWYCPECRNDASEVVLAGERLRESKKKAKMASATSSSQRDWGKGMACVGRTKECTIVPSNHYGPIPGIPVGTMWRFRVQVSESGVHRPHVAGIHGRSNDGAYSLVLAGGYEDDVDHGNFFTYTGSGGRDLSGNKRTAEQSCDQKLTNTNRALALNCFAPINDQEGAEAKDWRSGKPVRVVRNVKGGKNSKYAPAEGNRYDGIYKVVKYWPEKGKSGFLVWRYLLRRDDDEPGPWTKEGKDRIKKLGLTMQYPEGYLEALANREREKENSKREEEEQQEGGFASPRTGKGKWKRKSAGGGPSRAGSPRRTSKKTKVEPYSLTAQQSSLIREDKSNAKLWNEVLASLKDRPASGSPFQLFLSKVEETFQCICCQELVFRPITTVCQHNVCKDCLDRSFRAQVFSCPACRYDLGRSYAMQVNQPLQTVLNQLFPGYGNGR
Tn6 DDE FP – disrupts Tn6 cyclic peptide binding to fibrin D-Dimer-E complex; P02675; Fibrin DD(E) TRITC-Tn6 fluorescence polarization displacement; inhibition, % at 8.3 µM; actives 0.21% (n = 370,000); AID 720509;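 active = inhibition above a per-campaign cutoff: mean of compounds within control limits plus 3 SD, cut at about 15% in these data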;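 also: 0% = median of all compound wells on the plate and 100% = blocking peptide control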
sPLA2-III inh – Inhibits HGIII-sPLA2 liposome hydrolysis, primary screen; inhibition, % at 12.2 µM; QFRET BODIPY PC-A2 liposome hydrolysis, fluorescence; AID 743126; Q9NZ20; actives 0.56% (n = 370,000);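 active = inhibition above mean plus 3 SD of compounds lying within the high and low control bounds, cut at about 19% in these data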;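 also: 0% = median of test compound wells and 100% = no enzyme DMSO wells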
ASAP1 GAP inh – ASAP1 ArfGAP inhibition. ASAP1-stimulated ARF1 GTP hydrolysis, GDP FP detection. AID 624377. inhibition, % at 16.5 µM. actives 0.19% (n = 360,000); in the data active = inhibition above about 25%;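 also: 0% = vehicle with enzyme and substrate and 100% = no enzyme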
proKLK7 act – activators of human kallikrein-7 zymogen | actives 0.9% (n = 370,000) | activation, % at 7 µM | purified proKLK7, EDANS-DABCYL substrate fluorescence; 100% is mature enzyme control, 0% vehicle | P49862;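 active = activation above the mean of all tested compounds plus 3 SD, computed per campaign excluding outliers beyond control limits, cut at about 13% in these data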
PLC-beta3 inh – blocks human PLC-beta3 enzyme activity; Purified PLC-beta3, fluorogenic substrate, fluorescence; inhibition, % at 12.2 µM; actives 0.18% (n = 370,000); in the data active = inhibition above about 11%;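 also: 0% = median of compound wells on plate and 100% = full blocker control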
Starred values were filed as active, the others as inactive; i = inactive; · = no result given. Random draw from the library; 4.5% or so of the library scored in one or more.

Tn7 DDE FP	PLC-gamma1 inh	ARFGAP1 inh	Rev-erbA mod	UHRF1 binding	Tn6 DDE FP	sPLA2-III inh	ASAP1 GAP inh	proKLK7 act	PLC-beta3 inh	SMILES
1.2	-9.2	-7.2	1.7	-1.8	-8.8	-48.6	-11.0	-3.3	-6.5	CCN(CC(O)CON=C1c2ccccc2-c2ccccc21)S(=O)(=O)c1ccc(C)cc1 (configuration not stated)
1.7	-0.7	-6.1	-7.9	-2.9	3.6	8.1	1.8	0.7	-2.8	Cc1ccccc1-c1nnc(SCC(=O)N(C)C2CCS(=O)(=O)C2)n1C (configuration not stated)
-6.7	2.5	-4.9	0.3	0.8	-3.8	6.2	5.3	0.3	-2.0	Cn1c(=O)c2[nH]c(C3CC3)nc2n(C)c1=O
-0.9	0.0	4.0	10.0	0.2	1.0	3.1	-9.2	0.6	-1.9	Cc1ccc(NC(=O)c2ccc(C)c(NC3=NC4CS(=O)(=O)CC4S3)c2)cc1C (configuration not stated)
-2.3	-29.2	2.7	0.9	3.2	-2.2	-25.4	0.9	1.0	-36.7	CN(c1ccc(-c2csc(NC(=O)CCCc3nc4ccccc4c(=O)[nH]3)n2)cc1)S(C)(=O)=O
4.7	6.7	0.2	-1.3	1.6	-4.1	0.8	-1.3	0.6	-6.6	Cc1cc(F)ccc1S(=O)(=O)N1CCC2(CC1)OCCN2S(=O)(=O)c1cccs1
-1.8	-11.4	-2.4	-2.1	-1.6	5.3	-6.3	19.2	1.2	-14.5	CC1(c2ccc3noc(-c4ccc(Cl)cc4)c3c2)OCCO1
-10.5	-385.0	6.4	-0.3	-0.3	-9.5	-4.2	-8.4	8.9	i	N#Cc1cnn2c(-c3cccc(C(F)(F)F)c3)ccnc12
-2.0	-3.1	-10.4	-0.8	2.8	0.5	1.8	-3.6	-0.2	-8.7	Cc1cc(Cl)c(S(=O)(=O)Nc2ccc(Cl)cn2)cc1OCC(N)=O
6.2	2.2	0.2	-1.8	2.0	-0.1	7.6	3.4	0.5	-1.8	Cn1c(=O)oc2ccc(S(=O)(=O)Nc3ccc(Cl)cc3[N+](=O)[O-])cc21
-4.9	-3.1	1.2	2.3	0.8	4.5	-3.1	-0.1	-0.5	4.1	CCc1nc2ccc(C(=O)NCCc3ccccn3)cn2c1N(CC)CCOC
-4.3	1.0	0.6	-4.3	-1.2	0.6	-4.6	-1.0	0.1	0.6	CCOc1ccc(N(CC(=O)N/N=C/c2cc([N+](=O)[O-])ccc2Cl)S(C)(=O)=O)cc1
-9.8	-49.5	8.5	-12.6	0.3	2.2	0.1	-0.7	-0.7	-88.7	Cc1ccc(S(=O)(=O)N2CN(CC3CCCO3)c3nc4ccccc4nc32)c(C)c1 (configuration not stated)
5.5	2.1	-15.5	3.2	-0.8	-2.6	5.0	-1.4	-0.7	-0.6	COc1cc2c(c(OC)c1OC)-c1c(cc(OC)c(OC)c1OC)C[C@](C)(O)[C@@H](C)C2
-3.8	10.1*	-1.7	-1.6	-1.5	-5.9	-4.0	3.0	-0.1	3.9	COc1ccc(OCC(=O)NCCC2=CCCCC2)c([N+](=O)[O-])c1
-0.4	3.5	2.0	2.7	0.5	-5.5	-1.5	3.6	-0.2	1.9	COC(=O)c1cn(Cc2ccccc2C)nn1
-3.1	1.6	-3.6	-4.1	16.9	-0.8	4.1	8.9	0.2	1.9	COc1cccc(CNC(=O)[C@@H]2CCCN2C(=O)[C@H]2CCCCN2C(=O)c2c(F)cccc2F)c1
8.3	-1.8	5.5	-4.2	-2.2	1.1	6.1	2.8	-0.3	-0.2	Cc1ccc(Cn2c(C3CCCN3c3nc(-c4cc(Cl)c(N)c(Cl)c4)cs3)nc3cc(Cl)c(Cl)cc32)cc1 (configuration not stated)
-1.6	-3.1	-15.6	3.0	-0.4	3.2	0.5	-15.6	-0.2	-1.2	CCCCNC(=O)C1CCN(c2nc(C)cc(C)n2)CC1
-3.5	1.5	-3.8	-3.9	0.4	-0.1	-7.5	-0.7	-0.8	2.2	Cc1cc(NC(=O)CSc2nc3cc(Cl)ccc3s2)no1
-8.9	0.4	2.0	4.5	13.8	6.9	7.0	3.4	0.7	1.0	CC1CN(C(=O)c2c(Br)cnn2C)CC(C)O1 (configuration not stated)
-7.4	-2.6	-8.7	-5.2	-0.1	-0.6	-12.8	-15.0	0.6	0.3	CC(C)CSc1nc2c(=O)[nH][nH]c(=O)c2n1Cc1ccccc1
8.4	2.7	9.7	-2.0	-1.9	-5.6	1.9	4.4	-0.3	4.4	COC(=O)c1ccc(CNC(=O)/C=C/[C@H]2O[C@@H](n3cc(C)c(=O)[nH]c3=O)C[C@@H]2O)cc1
1.5	2.1	11.8	-3.4	0.8	-9.0	-15.2	-6.1	-1.3	4.2	COc1ccc(-c2cc(CNc3nc(NCc4ccccc4OC)nc4ccsc34)on2)cc1
-0.2	-1.3	-3.5	7.5	-2.8	3.2	6.8	8.8	-0.2	1.5	C[C@H]1CN([C@@H](C)CO)C(=O)CCCn2cc(nn2)CO[C@@H]1CN(C)S(=O)(=O)c1ccccc1C#N
-1.7	-35.7	4.0	9.5	-0.9	-6.2	-9.8	-17.3	-1.4	-59.4	CC(C)Cc1nc(N2CCN(C(=O)c3ccco3)CC2)c(C#N)c2c1CCCC2
9.9	1.2	-2.9	-7.1	1.5	9.0	0.8	-9.9	-0.6	1.3	CCOC(=O)CSc1nc2cc(C(=O)N3CCC(C(N)=O)CC3)ccc2c(=O)n1C1CCCCC1
0.0	2.3	11.8	2.9	-0.8	-1.2	2.7	7.4	-0.2	2.9	CCOC(=O)C(/C=C(\C#N)C(=O)OCC)=C(/N)N1CCN(c2c(C)cccc2C)CC1
3.3	0.5	·	-4.5	13.5	2.2	-1.2	·	·	2.5	C[C@H]1[C@H](NC(=O)c2ccc(Cl)c(Cl)c2)CC[C@@]23CCCN2C(=O)CCC[C@@H]13
-3.6	-24.7	13.1	2.8	-1.0	-2.5	4.1	4.3	-3.5	-37.6	[O-]/C(=C(\C(=S)Nc1cccc2ccccc12)[n+]1ccccc1)c1cccs1
6.5	-1.8	-0.6	2.9	0.9	10.1	9.8	-9.6	-0.6	-11.5	CCC(C)NC(=O)N1c2ccccc2Sc2ccccc21 (configuration not stated)
10.2	-1.2	2.7	-5.7	-3.3	3.0	-1.1	-19.4	0.0	0.2	CN(CC(=O)Nc1cccnc1)S(=O)(=O)c1ccccc1
1.9	4.1	6.5	11.9	-0.6	0.6	-0.7	3.7	-0.8	-6.2	COc1ccc(CNC(=O)C(C)N2C(=O)COc3ccc(C)cc32)c(OC)c1 (configuration not stated)
-0.9	3.9	-4.6	0.1	18.7	-1.1	1.8	-3.6	-0.4	-0.5	COCCn1c(N)c(Sc2ccc([N+](=O)[O-])cc2)c(=O)[nH]c1=O
1.5	10.3*	4.4	0.1	3.0	-0.2	-11.5	3.8	1.2	3.6	CC12CCC(=O)N1C(C(=O)Nc1cccc(S(=O)(=O)N3CCCCCC3)c1)CS2 (configuration not stated)
3.1	1.4	-0.6	-0.1	-2.0	-4.1	-21.9	-5.2	-0.2	-1.5	NC(=O)C(c1ccc(Cl)cc1)c1ccc(Sc2ccc(Cl)cc2)nn1 (configuration not stated)
-6.5	-100.7	7.7	-6.9	6.5	-12.2	-8.2	-0.5	-1.9	-134.0	O=C(O)/C(=C/c1ccc(Cl)c([N+](=O)[O-])c1)c1ccc(S(=O)(=O)N2CCCCC2)s1
-7.7	-8.7	17.0	1.3	2.1	-7.2	4.8	-10.0	-1.3	-10.8	CCOC(=O)Cc1c(C)nc2c(C#N)c[nH]n2c1=O
-8.9	-0.3	8.6	-3.4	-1.1	3.6	0.4	-2.4	0.2	-2.1	Cc1cc(C)n(-c2c(C)[nH]c3ccccc23)n1
-2.7	-10.7	1.1	-1.4	-9.7	0.2	0.6	0.6	-0.8	-29.0	CN(C)c1ncnc2sc(-c3ccccc3)cc12
-10.7	-73.8	1.1	7.8	-22.0	-3.4	-16.7	4.8	-0.1	-111.1	O=C(NCc1ccco1)c1cccc2c1C(=O)c1ccc(N3CCCC3)cc1S2(=O)=O
-1.2	-0.7	-3.4	0.5	-2.0	-1.8	-12.6	-0.9	0.0	-3.9	Cc1nn(C)c(C)c1S(=O)(=O)N1CCC(CO)(Cc2ccc(Cl)cc2)CC1
-9.6	2.3	-2.7	5.9	-1.6	0.3	-3.4	-1.1	0.6	1.6	COc1cccc(C(NC(C)=O)c2nc(-c3ccc4c(c3)OCO4)cs2)c1 (configuration not stated)
7.0	-6.5	0.9	1.5	-1.2	1.5	1.5	3.0	0.5	-13.2	CCCCCc1c(O)c2ccccc2[nH]c1=O
4.9	0.5	5.3	4.8	7.9	0.0	2.6	2.9	0.1	-11.8	COc1ccc(Cl)cc1NC(=O)CCc1nnc2ccc(N3CCC4(CC3)OCCO4)nn12
9.2	5.4	2.4	-1.2	-3.5	-8.7	-0.4	-11.6	-0.2	-0.1	CC(C)Cc1nnc(NC(=O)CSc2ccccn2)s1
4.8	-0.8	8.3	-0.9	0.1	3.5	0.0	-14.2	-0.7	-2.3	Cc1cc2ccccn2c1C(=O)c1ccc(C#N)cc1
0.6	4.3	-8.0	1.2	-1.1	-3.3	-38.2	1.7	0.1	-2.4	COc1cccc(C(NC(C)=O)c2nc(-c3ccc4ccccc4c3)cs2)c1 (configuration not stated)
4.9	1.5	-4.9	-2.0	-2.6	9.0	0.2	-22.1	0.2	3.8	COc1cccc(C2CC(c3c(Cl)cccc3Cl)n3nc(N)nc3N2)c1 (configuration not stated)
5.8	1.8	-18.9	0.2	-1.0	3.2	-69.2	-3.3	0.4	-1.2	COCOCCn1cc(CN2CCS(=O)(=O)N(Cc3ccc(-c4ccc(OC)cc4)cc3)C(CC(C)C)C2=O)nn1 (configuration not stated)

Given as a markdown table: part of the list above
| molecule | Tn7 DDE FP | PLC-gamma1 inh | ARFGAP1 inh | Rev-erbA mod | UHRF1 binding | Tn6 DDE FP | sPLA2-III inh | ASAP1 GAP inh | proKLK7 act | PLC-beta3 inh |
| --- | --- | --- | --- | --- | --- | --- | --- | --- | --- | --- |
| COc1ccc(Cl)cc1NC(=O)CCc1nnc2ccc(N3CCC4(CC3)OCCO4)nn12 | 4.9 | 0.5 | 5.3 | 4.8 | 7.9 | 0.0 | 2.6 | 2.9 | 0.1 | -11.8 |
| CC(C)Cc1nnc(NC(=O)CSc2ccccn2)s1 | 9.2 | 5.4 | 2.4 | -1.2 | -3.5 | -8.7 | -0.4 | -11.6 | -0.2 | -0.1 |

Individual results from above:
Tn6 DDE FP, COCCn1c(N)c(Sc2ccc([N+](=O)[O-])cc2)c(=O)[nH]c1=O reads -1.1
PLC-gamma1 inh, COc1cccc(C(NC(C)=O)c2nc(-c3ccc4ccccc4c3)cs2)c1 (configuration not stated) reads 4.3
sPLA2-III inh, COc1cccc(C2CC(c3c(Cl)cccc3Cl)n3nc(N)nc3N2)c1 (configuration not stated) reads 0.2
PLC-beta3 inh, Cc1cc(C)n(-c2c(C)[nH]c3ccccc23)n1 reads -2.1
